Bioassay records: PubChem BioAssay, Fisher Drug Discovery Resource Center
hcGAS inh: Primary biochemical luminescence assay for human cyclic GMP-AMP synthase inhibitors. recombinant h-cGAS, ATP depletion, Kinase-Glo luminescence. 0.081% of 290,000 active. AID 1259398, 2018. Q8N884. inhibition, % at 12.5 µM;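 note: 0% = vehicle reaction and 100% = reaction without DNA for no activity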
Target sequence (Q8N884 whole entry, looked up): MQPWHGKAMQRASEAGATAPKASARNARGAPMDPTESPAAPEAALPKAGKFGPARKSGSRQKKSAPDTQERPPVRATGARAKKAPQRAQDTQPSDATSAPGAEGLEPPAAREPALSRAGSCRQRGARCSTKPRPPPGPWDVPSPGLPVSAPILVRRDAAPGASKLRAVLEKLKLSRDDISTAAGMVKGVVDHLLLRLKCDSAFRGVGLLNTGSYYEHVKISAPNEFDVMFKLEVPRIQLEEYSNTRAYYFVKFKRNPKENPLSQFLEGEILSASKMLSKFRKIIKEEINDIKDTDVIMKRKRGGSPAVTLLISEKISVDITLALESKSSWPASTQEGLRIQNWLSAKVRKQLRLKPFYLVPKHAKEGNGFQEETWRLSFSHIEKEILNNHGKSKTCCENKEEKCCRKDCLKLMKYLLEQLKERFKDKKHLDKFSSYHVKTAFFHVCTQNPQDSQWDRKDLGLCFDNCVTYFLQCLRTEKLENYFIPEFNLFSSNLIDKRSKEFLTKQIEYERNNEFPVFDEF
NPYLR7 ag: agonists of mosquito NPYLR7 receptor, primary screen, cell-based, Aedes aegypti, calcium fluorescence, mosquito biting behavior. activation, % at 10 µM. 0.15% of 270,000 active. HEK293T NPYLR7/Galpha15, GCaMP6s calcium fluorescence; in the data active = activation above about 40%;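 note: 0% = vehicle and 100% = reference agonist at the receptor; some compounds past the cut are filed as inactive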
mcGAS inh: cyclic GMP-AMP synthase inhibitors, mouse, primary biochemical chemiluminescence; recombinant cGAS, Kinase-Glo ATP depletion luminescence; inhibition, % at 12.5 µM; AID 1259399, 2018; 0.15% of 160,000 active; Q8C6L5;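 note: 0% = negative control wells and 100% = reference inhibitor with no enzyme activity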
Starred values were filed as active, the others as inactive; nt = not tested or not shown; & = joins results of further samples. Cut-off read from the data, not from the text of the source, unless noted: active = inhibition above about 40%; inactive = the rest. Hits appear at their usual frequency. Share with any hit: about 0.26%.

Order of values – hcGAS inh	NPYLR7 ag	mcGAS inh
COc1ccc(C=CC(=O)c2ccc(I)cc2)cc1OC
 : -4	2	29
CCc1[nH]n(-c2ccccc2)c(=O)c1C1=C([n+]2ccccc2)C(=O)N(C2CCCCC2)C1=O
 : -14	-3	-11
O=C(Nc1cccc(F)c1)c1cn(CC2CCCO2)cc2c(=O)n(-c3ccccc3)nc1-2 (stereo not drawn)
 : -5	6	-9
COC(=O)c1ccc(-c2noc(CN3C[C@H](O)[C@@H](N4CCCC4)C3)n2)cc1
 : -4	6	nt
Cc1cc(=O)[nH]c(NNS(=O)(=O)c2ccc3ccccc3c2)n1
 : -7&-6	-2&1	nt
CCCCC(O)Cc1ccccn1 (stereo not drawn)
 : -12	16	nt
CN(C)CCCN(C(=O)c1ccc2ccccc2c1)c1nc2c(F)cccc2s1
 : -6	-3	-7
CCc1ccc(NC(=O)NCCc2cscn2)cc1
 : -7	11	nt
CN1CCC2(CC1)CN(C(=O)c1nc3ccccc3[nH]1)CCN2C
 : -8	19	nt
COc1cccc(NC(=O)CCC2CCN(C(=O)c3c4c(nn3C)CCCC4)CC2)c1
 : -7	4	nt
CN(Cc1ccccc1C(F)(F)F)C(=O)CCn1cnnn1
 : -6	1	-23
Cc1cc(=O)n2nc(N3CCCC(C(=O)O)C3)sc2n1 (stereo not drawn)
 : 1	-5	0
O=C(Nc1ccc(SCc2cccnc2)nn1)C1CC1
 : 0	0	nt
Cc1nc2ncccc2cc1C(=O)NC(CC(C)C)c1nnc2n1CCNCC2 (stereo not drawn)
 : -6	3	nt
Cc1ccc(-c2noc(CCN(Cc3ccco3)CC(O)COCc3ccccc3)n2)cc1Cl (stereo not drawn)
 : 1	-3	-2

(more compounds)
Order of values – hcGAS inh	NPYLR7 ag	mcGAS inh
O=C(CNC(=O)Cc1ccccc1)NCC(=O)OCC(=O)c1cccc2ccccc12
 : -4	-1	nt
CN(Cc1ccn[nH]1)C(=O)c1ccc(OCC(=O)N2CCCCC2)cc1
 : -3	14	-8
COC(=O)[C@@H]1CCCN1Cc1c(C(=O)N(C)CCc2ccccc2)nc2sccn12
 : -6	4	nt
CCN(C(=O)C1=CCCCO1)C(C)c1ccncc1 (stereo not drawn)
 : -2	2	nt
O=C(C1=Cc2ccccc2OC=C1)N1C[C@H]2CC=CC[C@H]2C1
 : -7	-1	-11
COc1ccc(N2CCN(C(=O)c3csc(CSc4nnc(-c5ccncc5)n4-c4ccccc4F)n3)CC2)cc1
 : -10	-1	-7
Cc1ccc(N2CCn3c(SCC(=O)N4CCOCC4)nnc32)cc1
 : -6	1	-7
CC1(CNC(=O)C2CCCN2C(=O)Cc2ccccc2)CCCO1 (stereo not drawn)
 : -13	2	nt
CC(NCC(=O)c1c[nH]c(C(=O)N2CCCC2)c1)c1ccc2c(c1)CCCC2 (stereo not drawn)
 : -7	0	-7
O=C(CCl)Nc1ncc(Cc2c(Cl)cccc2Cl)s1
 : -9	19	nt
O=C1/C(=C/c2ccc(-c3cc(Cl)ccc3Cl)o2)C=C(c2ccccc2)N1c1ccc(Cl)cc1
 : -6	-1	-8
CCC(=O)N(Cc1ccc(OC)cc1)Cc1cccc(C)c1
 : -7	3	-24
O=C1OC(c2ccc(Cl)cc2Cl)=NC1=Cc1ccco1
 : -8	-1	-8
Brc1ccc(-c2noc(CCc3ccccc3)n2)o1
 : -5	-4	nt
CCOc1ccccc1OCCN(C)C(=O)c1cnccc1C
 : -1	0	-7

Continued.
Order of values – hcGAS inh	NPYLR7 ag	mcGAS inh
O=C(c1ccc2c(c1)OCO2)N(CCN1CCCC1)CC(=O)N1CCc2sccc2C1COc1ccc(F)cc1 (stereo not drawn)
 : -2	-2	0
COC(=O)CCc1c(C)nn(-c2ccc(C(=O)N[C@H](C)C(C)(C)C)cc2)c1C
 : -5	-8	-4
Cc1ccc(C(=O)N2CCC[C@@H]2C(N)=O)cc1NC(=O)C1CC1
 : -5	25	-8
c1ccc(-c2ncc(CN3CCC(OCc4cccnc4)CC3)cn2)nc1
 : -6	-2	nt
CCn1nc(C)cc1C(=O)N=c1sc2cc(F)ccc2n1C
 : -1	6	-6
CC(C)Cn1cncc1Cn1cnc(-c2ccccc2)c1C1CCOC1 (stereo not drawn)
 : -10	12	nt
CCOC(=O)C1=C(C)NC(=S)NC1c1ccco1 (stereo not drawn)
 : 1	3	nt
CCOCCn1c(=O)c2c(nc3n(-c4cc(C)cc(C)c4)c(C)c(C)n23)n(C)c1=O
 : -7	-1	-9
CN(C)Cc1cncc(Oc2cc(F)c(CN3CCCC3)c(Cl)c2)n1
 : -8	9	nt
Cc1cc(C(F)(F)F)n(-c2nc(C(=O)N3CC[C@H]4CC[C@@H](C3)N4)cs2)n1
 : 1	-1	-2
COc1cccc(C(=O)N2CCCC(Nc3cc(C)ccc3F)C2)c1 (stereo not drawn)
 : 0	-1	6
Cc1ccc(-c2ccsc2C(=O)NNS(=O)(=O)c2cc(Cl)c(C)c([N+](=O)[O-])c2)cc1
 : 3	4	3
CCNC(=O)Nc1ccc(N(C)C)c(CN(C(=O)NC(C)(C)C)C(C)C(C)C)c1 (stereo not drawn)
 : -10	20	-5
CCc1c(C)nn(C)c1NC(=O)c1cccc(CN2CCCC(C(N)=O)C2)c1 (stereo not drawn)
 : -3	-1	nt
CC(Sc1nc2ccccc2n1C1CCCCC1)C(=O)NCC(F)(F)F (stereo not drawn)
 : 1	7	nt

Look-ups from above:
Cc1cc(C(F)(F)F)n(-c2nc(C(=O)N3CC[C@H]4CC[C@@H](C3)N4)cs2)n1 in NPYLR7 ag reads -1
O=C(C1=Cc2ccccc2OC=C1)N1C[C@H]2CC=CC[C@H]2C1 in NPYLR7 ag reads -1
Cc1ccc(C(=O)N2CCC[C@@H]2C(N)=O)cc1NC(=O)C1CC1 in mcGAS inh reads -8
CN1CCC2(CC1)CN(C(=O)c1nc3ccccc3[nH]1)CCN2C in NPYLR7 ag reads 19
CCOCCn1c(=O)c2c(nc3n(-c4cc(C)cc(C)c4)c(C)c(C)n23)n(C)c1=O in hcGAS inh reads -7
CCC(=O)N(Cc1ccc(OC)cc1)Cc1cccc(C)c1 in mcGAS inh reads -24
O=C(CCl)Nc1ncc(Cc2c(Cl)cccc2Cl)s1 in hcGAS inh reads -9

Next part.
Order of values – hcGAS inh	NPYLR7 ag	mcGAS inh
O=c1oc2cc(O)ccc2cc1S(=O)(=O)c1ccc(Cl)cc1
 : -5	11	-3
CCCCS(=O)(=O)N1CCN(c2nc3nccc(C(C)(C)C)n3n2)CC1
 : -5	26	-9
CN1Cc2ccccc2CC1Cn1cnc(-c2ccccc2)c1-c1ncc[nH]1 (stereo not drawn)
 : -1	-5	nt
CC(C)c1noc(CN2CCCC3(C2)C(=O)Nc2ccccc23)n1 (stereo not drawn)
 : -5	6	nt
COc1ccc2c(c1)CCCN(c1nnc(Cl)cc1C(N)=O)C2
 : -4	8	nt
Cc1cccc2c(-c3cc(NCCO)ncn3)c[nH]c12
 : 0	2	nt
COc1ccc(-c2ccnc(SCc3ccc(C(=O)N4C5CCC4CC(Oc4cc(C)ccc4Cl)C5)cc3)n2)cc1 (stereo not drawn)
 : -19	10	-9
Cc1cccc(-c2nnc(CCl)o2)c1
 : 0	-2	-1
Cn1nnc2c(N3CCN(C(=O)C(c4ccccc4)c4ccccc4)CC3)ncnc21
 : -7	0	nt
CCC(C(=O)Nc1nnc(SCC(=O)c2cccc([N+](=O)[O-])c2)s1)c1ccccc1 (stereo not drawn)
 : -7	31	-5
COCC(=O)N(Cc1cccc(OS(=O)(=O)c2ccc(NC(C)=O)cc2)c1)Cc1ccco1
 : -5	8	-3
Cc1oc(C2CCN(C(=O)C3CCC3)CC2)nc1C(=O)N(C)C
 : -15	nt	-5
CCCNC(=O)c1c(O)nc2cc(C)ccn2c1=O
 : -9	-2	-9
Cc1csc(N(C(=O)c2ccccc2OC(F)F)C2CC2)n1
 : -10	4	-17
Nc1nc(Cl)cc(N2CCN(C(=O)c3ccccc3OC(F)F)CC2)n1
 : -6	2	nt

Going on with the list.
Order of values – hcGAS inh	NPYLR7 ag	mcGAS inh
Cc1cnccc1N1CCCN(C(=O)c2cc(-c3ccccc3)n[nH]2)CC1
 : -8	5	nt
CCC1CCC(C(=O)NCc2cc(N(C)C)nc3ccccc23)O1 (stereo not drawn)
 : 6	-2	nt
CC(C)CN1C(=O)C2(CCCC2)NC1c1cn[nH]c1-c1cccnc1 (stereo not drawn)
 : -6	-8	-17
CCOc1cccc(/C=C2/SC(=Nc3cccc([N+](=O)[O-])c3)C(C(=O)OC)=C2O)c1O
 : -4	-3	-4
Cc1noc(C(C)SCc2ccccc2C)n1 (stereo not drawn)
 : -20	-2	nt
Cc1ccc(C(C)NC(=O)CN2C[C@H]3C[C@H](O)[C@@H](O)C[C@H]3C2)cc1 (stereo partly drawn)
 : -4	6	nt
COC(=O)c1cc(-c2ccco2)nc2c1c(C)nn2C1CCS(=O)(=O)C1 (stereo not drawn)
 : -11	6	nt
FC(F)Oc1ccc(-c2csc(NNC3=NCCCCC3)n2)cc1
 : -8	0	nt
O=C(NCc1ccccc1)c1cc(=O)c(OCc2ccc(F)cc2)co1
 : -2	3	nt
Cc1cc(C)cc(Nc2c(C(=O)N3CCCC3)cnc3nc(C)ccc23)c1
 : -4	13	-4
Cc1noc(-c2ccncc2)c1C(=O)NCCOc1ccccc1
 : -4	11	-7
COCCCN(Cc1csc(COc2c(OC)cccc2OC)n1)C(=O)c1ccc2c(c1)OCO2
 : -7	nt	-4
O=C(NCCc1ccccn1)c1ccc2nc(Cc3ccccc3F)oc2c1
 : -7	22	nt
COC(=O)[C@@H]1C[C@@H](NC(=O)CCN2CCCO2)CN1C
 : -4	0	nt
CC(Sc1nnc(C(C)C)o1)C(=O)Nc1cc(Cl)ccc1Cl (stereo not drawn)
 : -4	3	nt

Continuation:
Order of values – hcGAS inh	NPYLR7 ag	mcGAS inh
CO[C@H]1CN(C2CCOCC2)[C@H]2Cc3c(oc4ccccc34)[C@@H]1C2
 : -6	15	-11
CCC(NC(=O)Cn1c(=O)cc(C)c2ccccc21)c1ccnn1C (stereo not drawn)
 : -5	24	nt
O=C(C1=CCCCC1)N1CCC2(CCCN(CCc3ccccc3)C2)C1 (stereo not drawn)
 : -10	15	nt
Cc1ccc(C=C(C#N)C(=O)NCC2CCCO2)o1 (stereo not drawn)
 : -1	-5	nt
CC(C)CS(=O)(=O)N(Cc1ccco1)Cc1ccco1
 : -8	3	nt
CCC(C(=O)NC(Cc1ccccc1)C(=O)Nc1nnc(-c2cccc(C)c2)s1)c1ccccc1 (stereo not drawn)
 : -11	12	-6
CCOCCn1c(=NC(=O)c2cc(C)nn2CC)sc2cc(NC(C)=O)ccc21
 : -3	1	-8
COc1ccc(-c2cc(=O)[nH]c(SCc3nc(-c4ccccc4OC)oc3C)n2)cc1
 : -1	0	3
O=C(CCC1CCN(C(=O)Cn2cncn2)CC1)N1CCN(c2ccccc2)CC1
 : -12	8	nt
COCCS(=O)(=O)Nc1cc(C2CCCCCC2)[nH]n1
 : -5	1	nt
Cc1ccc(-c2cn(CC3CCN(Cc4cnc(C)[nH]4)CC3)nn2)cc1
 : -10	19	nt
CCOC(=O)c1c(C)c(C(=O)NC2CCCCC2)c(C)n1C
 : -1	0	-4
CCc1nc2ccc(C(=O)N(C)Cc3ccccc3)cn2c1N(CC)C(=O)NCCc1ccccc1
 : 0	-26	3
CCCCNc1ccc(S(=O)(=O)N2CCOCC2)cc1NS(=O)(=O)C=Cc1ccccc1
 : -4	12	nt
Cc1cc(C)n(CCC2CC(=O)Nc3nn(Cc4ccccc4)c(C)c32)n1 (stereo not drawn)
 : -4	-1	-11

Whole records, quoted from the list.
CCC(C(=O)NC(Cc1ccccc1)C(=O)Nc1nnc(-c2cccc(C)c2)s1)c1ccccc1 (stereo not drawn) is listed with hcGAS inh = -11; NPYLR7 ag = 12; mcGAS inh = -6
Cc1cc(C)n(CCC2CC(=O)Nc3nn(Cc4ccccc4)c(C)c32)n1 (stereo not drawn) is listed with hcGAS inh = -4; NPYLR7 ag = -1; mcGAS inh = -11

Next section.
Order of values – hcGAS inh	NPYLR7 ag	mcGAS inh
CC(=O)OCC(=O)[C@@]1(O)CCC2C3CCC4=CC(=O)C=CC4(C)C3[C@@H](O)C[C@@]21C (stereo partly drawn)
 : -5	-1	nt
COc1ccc(S(=O)(=O)N2CCc3c(nnn3C)C2)cc1C1(C)NC(=O)NC1=O (stereo not drawn)
 : -10	2	nt
O=C(NC1CCCCC1)C(c1cccs1)N(C(=O)CCl)C1CCCCC1 (stereo not drawn)
 : 7	nt	1
NC(=O)c1ccc(CN2CCCC2c2ccc3c(c2)OCCCO3)cc1 (stereo not drawn)
 : -14	5	nt
CN(CC1COc2ccccc2O1)c1cc(=O)n2cc(Cl)ccc2n1 (stereo not drawn)
 : -8	3	nt
Cc1n[nH]c(C)c1Sc1ccccc1N=Cc1ccc(C(=O)O)cc1
 : 3	-5	-4
CCCC(=O)N1CCC1(C)C(=O)NS(=O)(=O)c1ccc(OC)c(OC)c1 (stereo not drawn)
 : 3	1	nt
COCCCNC(=O)c1cc(-c2cccnc2)nc2ccccc12
 : -4	5	-10
c1ccc(CN2CCCN(Cc3cc4n(n3)CCCNC4)CC2)nc1
 : -11	2	-12
S=C1NC2=C(CCCC2=C2SCCS2)C(c2ccccc2)N1 (stereo not drawn)
 : -5	17	-5
CCOC(=O)c1sc(SC#N)c(C#N)c1C
 : -5	-4	nt
Cc1ccsc1C1SC(C)C(=O)N1CCN(C)C(=O)c1cccc(F)c1 (stereo not drawn)
 : -7	32	-5
CC(C)CC(C)N(C)C(=O)c1cc(F)cc(F)c1 (stereo not drawn)
 : 4	-2	nt
Cc1ccc(F)cc1Nc1nc(-c2cc3ccccc3oc2=O)cs1
 : -3	6	-6
COc1ccc(-c2nc3ccccc3c(=O)o2)cc1[N+](=O)[O-]
 : -2	-10	-2
